# Bioassay records from PubChem BioAssay.
# NadD inh: NadD (S. aureus) enzyme inhibition | purified NadD enzyme, colorimetric absorbance read-out | hit rate 0.78% among 360,000 | inhibition, % at 20 µM; in the data active means inhibition above about 26%; further: some compounds past the cut are filed as inactive
# SKN-1 inh: blocks SKN-1 activity in C. elegans | C. elegans VP596 Pgst-4::GFP/RFP ratio, acrylamide-induced, 24 h | inhibition, % at 21.8 µM | hit rate 0.49% among 360,000 | AID 624304;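 active means interference check ratio from 0.5 to 1.5 plus GFP to RFP signal ratio inhibition reaching or exceeding a fixed threshold, cut at about 30% in these data, passing the limit was not always enough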; further: some compounds called inactive have numbers as strong as hits
# Rpn11 block: blocks the human proteasome subunit Rpn11; O00487; calls only at 20 µM; AID 588493; hit rate 0.59% among 360,000; human 26S proteasome, Ub4-pepOG fluorescence polarization; 20S core pre-blocked with epoxomicin;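 active means inhibition at 20 µM, scaled to each plate's controls, above about 33%, limit read from the data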
# CendR NRP1 mod: alters CendR peptide binding to human NRP-1; O14786; FAM-RPARPAR peptide binding to NRP-1, fluorescence polarization; inhibition, % at 25 µM; hit rate 0.85% among 360,000;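 active means inhibition or corrected inhibition above about 18%, plus a signal ratio from 0.5 to 1.5, limit read from the data, passing the limit was not always enough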; further: strong numbers were not always called active
# DNMT1 block: DNMT1 (human) enzyme inhibition. hit rate 0.83% among 360,000. DNMT1 molecular beacon, Hinp1I cleavage, fluorescence. P26358. AID 588458. inhibition (reported as % activation of signal), % at 10 µM; in the data active means inhibition above about 50%
# SUMO1-SIM PPI: SUMO1-SIM interaction modulation; SUMO1 binding to a labelled peptide, TR-FRET, 1 h; hit rate 0.33% among 360,000; AID 602429; inhibition, % at 20 µM; P63165; in the data active means inhibition above about 37%
# Target sequence (P63165 whole entry, looked up): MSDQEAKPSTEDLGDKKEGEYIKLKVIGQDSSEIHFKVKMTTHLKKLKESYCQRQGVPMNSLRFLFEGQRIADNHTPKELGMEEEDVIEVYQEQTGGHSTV
# Scp1 inh: inhibitors of human Scp-1 phosphatase | Recombinant Scp1, phosphopeptide, malachite green phosphate absorbance | inhibition, % at 20 µM | hit rate 0.88% among 340,000 | AID 493091;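 active means inhibition above about 50% at 20 µM, limit read from the data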;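 further: plate controls were DMSO wells with enzyme for no effect and wells lacking enzyme for full effect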
# Target sequence (Q9GZU7 76-261 limits assumed): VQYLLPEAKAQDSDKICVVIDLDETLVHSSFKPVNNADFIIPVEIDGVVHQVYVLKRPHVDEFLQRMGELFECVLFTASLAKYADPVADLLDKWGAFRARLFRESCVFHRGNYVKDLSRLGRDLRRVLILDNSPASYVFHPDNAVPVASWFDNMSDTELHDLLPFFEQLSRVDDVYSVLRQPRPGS
#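 Times: enzyme reaction 45 min at room temperature, colour 5 min, stabilisation 30 min. Material: SCP-1 catalytic fragment, aa 76-261. Medium: Acidic Tris acetate buffer with magnesium and detergent. Signal: colorimetric free-phosphate detection, absorbance 630 nm. Read-out basis: % inhibition of SCP-1 phosphate liberation. Reagent: Phosphorylated 17-residue peptide substrate.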
# STEP inh: blocks human striatal-enriched tyrosine phosphatase; recombinant STEP, OMFP fluorogenic substrate, fluorescence; inhibition, % at 20 µM; hit rate 0.25% among 360,000;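 active means inhibition at 20 µM, scaled per plate between control wells, above about 37%, limit read from the data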;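 further: 0% = DMSO with enzyme and substrate and 100% = substrate only without enzyme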
# Target sequence (P54829 whole entry, looked up): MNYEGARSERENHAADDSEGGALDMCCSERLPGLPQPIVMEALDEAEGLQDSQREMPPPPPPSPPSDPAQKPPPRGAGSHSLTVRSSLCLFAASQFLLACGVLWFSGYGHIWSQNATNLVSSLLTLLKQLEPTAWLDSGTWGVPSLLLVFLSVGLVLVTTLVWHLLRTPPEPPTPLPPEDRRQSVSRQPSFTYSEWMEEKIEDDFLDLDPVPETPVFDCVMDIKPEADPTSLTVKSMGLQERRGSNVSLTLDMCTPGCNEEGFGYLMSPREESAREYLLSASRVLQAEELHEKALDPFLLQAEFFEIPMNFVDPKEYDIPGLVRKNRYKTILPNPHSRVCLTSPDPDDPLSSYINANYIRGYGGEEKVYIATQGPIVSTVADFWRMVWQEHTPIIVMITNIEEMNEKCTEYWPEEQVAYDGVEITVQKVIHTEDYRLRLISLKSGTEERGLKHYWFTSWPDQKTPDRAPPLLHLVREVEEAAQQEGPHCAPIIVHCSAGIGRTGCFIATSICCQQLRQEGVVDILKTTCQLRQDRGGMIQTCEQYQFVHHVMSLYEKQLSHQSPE
#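 Material: STEP (striatal-enriched tyrosine phosphatase) enzyme, cell-free; Compound dosing: 20 µM single dose in 1% DMSO; Technique: fluorescence read at 480 nm ex / 540 nm em; Times: reaction 20 min, ambient temperature; Medium: 50 mM Bis-Tris pH 6.0 with 2.5 mM DTT and 0.005% Tween 20; Also added: OMFP at 25 µM.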
# MT1-MMP act inh: blocks activation of human MT1-MMP. GFP/RFP ratio change, % at 20 µM. HT1080 RFP-PRO-GFP cells, GFP/RFP ratio fluorescence, overnight; percent of plate control window, DMSO zero. hit rate 0.061% among 360,000. P50281;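 active means GFP/RFP ratio change of at least 30% with cell ATP level not reduced by more than half and red fluorescence within 50% of control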; further: strong numbers were not always called active
#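 Compound: 20 µM single dose, 1% DMSO / System: HT1080 RFP-PRO-GFP cells / Controls: DMSO and RFP-L50D-GFP cell wells / Read-out basis: GFP/RFP fluorescence ratio / Schedule: overnight compound exposure at 37 °C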
# LMPTP block: blocks human LMPTP phosphatase; P24666; recombinant LMPTP-A, OMFP fluorogenic substrate, fluorescence intensity; inhibition, % at 20 µM; hit rate 0.22% among 360,000; AID 651560;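 active means compounds that cut the enzyme signal by at least half of the control window in the single-dose screen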;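 further: plate controls were DMSO wells with enzyme plus substrate for no effect and substrate without enzyme for full effect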
# Target sequence (P24666 whole entry, looked up): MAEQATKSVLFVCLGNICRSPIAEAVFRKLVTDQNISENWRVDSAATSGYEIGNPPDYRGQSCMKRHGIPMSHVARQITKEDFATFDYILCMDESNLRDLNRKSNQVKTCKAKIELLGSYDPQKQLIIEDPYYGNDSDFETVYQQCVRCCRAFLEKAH
#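 Buffer or medium: Bis-Tris pH 6.0, DTT, detergent; Assay system: LMPTP-A enzyme; Quantity: 0.625 nM enzyme; Detection: endpoint fluorescence intensity; Times: 50 min dark incubation at room temperature; Controls: substrate-only low control, DMSO enzyme-plus-substrate high control; Doses: single 20 µM dose; Read-out: percent inhibition versus substrate-only and uninhibited controls; Reagent: 400 µM OMFP.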
# Numbers without * were called inactive; i = inactive; · = no result given.
NadD inh	SKN-1 inh	Rpn11 block	CendR NRP1 mod	DNMT1 block	SUMO1-SIM PPI	Scp1 inh	STEP inh	MT1-MMP act inh	LMPTP block	Molecule
-4	-2	i	-5	-2	-2	·	-1	-1	-1.0	O=C(NCC(c1ccco1)N1CCCC1)c1cccc(S(=O)(=O)N2CCc3ccccc32)c1 (stereo not drawn)
0	7	i	4	-1	1	-5	5	0	-0.7	Cn1cccc1C(=O)c1ccc(Cl)cc1Cl
6	-3	i	9	-8	2	-13	4	-9	4.9	COC(=O)c1ccccc1NC(=O)c1ccc(COc2cccc3ccccc23)o1
1	16	i	12	2	-4	-5	-3	0	-0.8	CCCCn1c(N)c(N(CC(C)C)C(=O)CN2C(=O)c3ccccc3C2=O)c(=O)[nH]c1=O
0	2	i	4	68*	-25	30	5	-1	-1.4	CS(=O)(=O)c1ccc(C(=O)OC2CCOC2=O)cc1[N+](=O)[O-] (stereo not drawn)
-6	11	i	9	5	-1	-6	0	0	-3.1	FC(F)(F)c1ccc(CN2CCN(Cc3ccco3)CC2)cc1
10	-3	i	2	11	1	-13	-1	0	-1.1	O=C(CSc1nnc(-c2ccc3c(c2)OCO3)n1-c1ccccc1)c1ccc(Cl)cc1
-1	-9	i	-4	1	-1	-9	-1	-1	-0.1	Nc1c(NC=O)c(=O)n(Cc2ccccc2)c(=O)n1Cc1ccccc1
3	3	i	-5	-2	-18	-3	2	-4	-0.6	O=C(CSc1nnc(C2CC2)n1C1CC1)c1ccc(Br)s1
-10	-23	i	0	2	5	-11	0	1	4.8	N/C(=N\S(=O)(=O)c1cc(C(F)(F)F)cc(C(F)(F)F)c1)c1ccccc1
6	4	i	-16	-13	1	-16	1	2	4.9	O=C(N/N=C/c1cn(-c2ccccc2)nc1-c1cccs1)c1ccccc1F
-3	-6	i	12	1	-1	-7	0	0	-2.2	CC1Cc2ccccc2N1C(=O)CN1CCCCC1 (stereo not drawn)
-10	1	i	2	10	6	-10	-1	-1	4.7	CCOc1ccc(C(C)=O)cc1COc1ccc(-c2nnco2)cc1
-2	-1	i	-1	0	10	-4	1	0	5.0	COc1cccc(-c2ccc3c(c2)C2CC3CCN2C(=O)c2ccc(Cl)cc2)c1 (stereo not drawn)
-3	-1	i	12	-2	-5	-5	-3	4	-0.6	CCOC(=O)N1CCN(C(=O)CN(c2ccccc2)S(C)(=O)=O)CC1
8	5	i	-10	-4	-12	0	0	-7	2.1	CCc1ccc(N(C(=O)Cn2nnc(-c3ccccc3)n2)C(C(=O)NC2CCCCC2)c2ccccn2)cc1 (stereo not drawn)
-5	4	i	-8	0	-2	6	-3	9	0.4	Cc1c(C(=O)N2CCC[C@H]2CO)oc2c(F)cccc12
-5	0	i	-3	0	-34	-6	3	1	1.3	O=[N+]([O-])c1cccc2c(S(=O)(=O)N3CCCCC3)cccc12
-3	7	i	-1	8	5	-5	-3	-4	-0.5	COc1ccc(C(=O)c2ccc(C)cc2)c(OC)c1OC
15	10	i	-1	1	-16	-8	2	4	2.1	O=C1/C(=C/c2ccc([N+](=O)[O-])cc2)CCC1C1CCCC1 (stereo not drawn)

# Six compounds already listed, ordered by the value under SKN-1 inh, rising.
NadD inh	SKN-1 inh	Rpn11 block	CendR NRP1 mod	DNMT1 block	SUMO1-SIM PPI	Scp1 inh	STEP inh	MT1-MMP act inh	LMPTP block	Molecule
10	-3	i	2	11	1	-13	-1	0	-1.1	O=C(CSc1nnc(-c2ccc3c(c2)OCO3)n1-c1ccccc1)c1ccc(Cl)cc1
-5	0	i	-3	0	-34	-6	3	1	1.3	O=[N+]([O-])c1cccc2c(S(=O)(=O)N3CCCCC3)cccc12
-10	1	i	2	10	6	-10	-1	-1	4.7	CCOc1ccc(C(C)=O)cc1COc1ccc(-c2nnco2)cc1
8	5	i	-10	-4	-12	0	0	-7	2.1	CCc1ccc(N(C(=O)Cn2nnc(-c3ccccc3)n2)C(C(=O)NC2CCCCC2)c2ccccn2)cc1 (stereo not drawn)
0	7	i	4	-1	1	-5	5	0	-0.7	Cn1cccc1C(=O)c1ccc(Cl)cc1Cl
15	10	i	-1	1	-16	-8	2	4	2.1	O=C1/C(=C/c2ccc([N+](=O)[O-])cc2)CCC1C1CCCC1 (stereo not drawn)

# (more compounds)
NadD inh	SKN-1 inh	Rpn11 block	CendR NRP1 mod	DNMT1 block	SUMO1-SIM PPI	Scp1 inh	STEP inh	MT1-MMP act inh	LMPTP block	Molecule
-2	3	i	-2	2	-2	-4	-1	-4	1.3	O=C(Cc1c(F)cccc1Cl)NCCCn1ccnc1
-7	1	i	5	0	2	-8	1	1	-0.3	COC(=O)[C@H](Cc1c[nH]c2ccccc12)NC(=O)Cc1c[nH]c2ccccc12
-3	1	i	26*	9	3	4	-1	1	-1.1	COc1ccc(CN2[C@@H](CC(=O)O)c3cc(F)ccc3S2(=O)=O)cc1
-4	-1	i	-8	-7	2	-9	1	16	2.7	COc1ccc(NCC(O)COc2ccc(C(C)(C)C)cc2)cc1 (stereo not drawn)
-4	1	i	1	0	-1	-4	-2	-3	0.4	C[N+](C)(C)CC(=O)N1CCN(c2ccc3ccccc3n2)CC1
-2	14	i	2	12	1	13	13	1	0.7	COCCNC(=O)c1c[nH]c2ccc(S(=O)(=O)N3CCOCC3)cc2c1=O
-6	10	i	2	-6	1	-11	2	1	-0.1	COc1ccccc1NC(=O)CN1C(=O)C2(OCCCO2)c2ccccc21
4	-9	i	4	-1	-26	8	4	-4	1.1	O=C(Cn1nc(-c2nn(CC(=O)c3ccccc3)c3[n+]2CCCCC3)[n+]2c1CCCCC2)c1ccccc1
3	5	i	5	-3	-6	·	-2	0	-3.7	CCCCN(C=O)c1c(CC)nc2ccc(C(=O)NCc3ccc4c(c3)OCO4)cn12
-1	1	i	2	-5	-1	-2	14	3	0.9	Cc1ccc(NC(=O)c2sc(=S)n(-c3cc(C)ccc3F)c2N)cc1
6	23	i	2	4	-24	-2	0	12	2.0	CC1Cc2ccccc2N1C(=O)CCNS(=O)(=O)c1cccc2nsnc12 (stereo not drawn)
-4	2	i	-11	4	6	-4	-2	-2	-0.3	Cc1cccc(-c2cnn(-c3ccccc3)c2N)c1
-8	-4	i	-16	1	-12	-9	1	3	-0.5	Cc1cc([N+](=O)[O-])nn1CC(=O)NCc1nc2ccccc2[nH]1
-1	-5	i	6	5	-1	1	-1	2	-1.7	O=C(NCCCN1CCOCC1)C(=O)NCc1ccco1
-6	27	i	-22	9	-11	·	-1	-1	-1.4	Cc1c(C)c2cc(Cl)c(OCC(=O)NCCCN3CCCC3=O)cc2oc1=O
1	-3	i	4	0	5	4	2	8	-1.7	O=C(NNC(=S)Nc1cccc(C(F)(F)F)c1)c1ccccc1Cl
2	7	i	13	0	-10	-2	-2	0	0.3	COc1cc(NC(=O)CSc2nc(C)c(C)c(C)n2)c(C)cc1[N+](=O)[O-]
7	-6	i	-18	0	-1	-4	-8	6	0.7	C/C(=N/NS(=O)(=O)c1ccc(Cl)cc1)c1cccc(NC(=O)c2ccc(Cl)cc2Cl)c1
2	10	i	13	0	-6	-1	2	2	-0.9	O=C(CCl)N(CCCNC(=O)C(F)(F)F)c1ccc([N+](=O)[O-])cc1
16	1	·	-65	-2	2	4	-3	-125	2.0	COC(=O)c1cc(NC(=O)c2ccccc2)c(=O)oc1C/C=N\OCc1ccc(Cl)cc1Cl

# Entries of single compounds as entered above. Screens in order: NadD inh | SKN-1 inh | Rpn11 block | CendR NRP1 mod | DNMT1 block | SUMO1-SIM PPI | Scp1 inh | STEP inh | MT1-MMP act inh | LMPTP block
# CC1Cc2ccccc2N1C(=O)CN1CCCCC1 (stereo not drawn) across the screens: -3 | -6 | i | 12 | 1 | -1 | -7 | 0 | 0 | -2.2
# O=C(Cc1c(F)cccc1Cl)NCCCn1ccnc1 across the screens: -2 | 3 | i | -2 | 2 | -2 | -4 | -1 | -4 | 1.3

# Structures above that bear a hit mark in CendR NRP1 mod.
NadD inh	SKN-1 inh	Rpn11 block	CendR NRP1 mod	DNMT1 block	SUMO1-SIM PPI	Scp1 inh	STEP inh	MT1-MMP act inh	LMPTP block	Molecule
-3	1	i	26*	9	3	4	-1	1	-1.1	COc1ccc(CN2[C@@H](CC(=O)O)c3cc(F)ccc3S2(=O)=O)cc1

# (list continues)
NadD inh	SKN-1 inh	Rpn11 block	CendR NRP1 mod	DNMT1 block	SUMO1-SIM PPI	Scp1 inh	STEP inh	MT1-MMP act inh	LMPTP block	Molecule
9	8	i	3	-1	5	·	-2	2	-0.7	N#CC1=C(Nc2ccccc2Cl)SC2(CCCC2)NC1=O
2	12	i	7	3	3	-12	0	-1	-0.4	CN(C)CCn1cnc2c1c(=O)[nH]c(=O)n2Cc1ccccc1
-2	-8	i	-7	2	5	4	2	3	-1.5	CC(C)C[C@H](NC(=O)N1c2ccccc2NC(=O)[C@@H]1C(C)C)C(=O)N1CCC[C@@H]1C(=O)O
0	2	i	-2	4	-1	1	-2	0	-1.3	Cc1cccc(NC(=O)C(CC(C)C)NC(=O)C2CCC(C)CC2)n1 (stereo not drawn)
-2	8	i	-3	-1	-1	3	2	4	-2.1	CSc1nn2cc(CCN3CCOCC3)c(-c3ccc(F)cc3)nc2c1C#N
-1	8	i	-4	-5	1	8	1	5	0.6	COc1ccc(C(CNC(=O)c2cc3c(s2)CCC(C)C3)N2CCOCC2)cc1 (stereo not drawn)
1	4	i	-5	-1	1	-3	2	-3	-0.3	COc1ccc(C(=O)C2CCCN(C(=O)c3csc(C(C)=O)c3)C2)c(C)c1 (stereo not drawn)
-3	-6	i	7	1	-1	2	2	1	0.8	CCOc1cc2[nH]c(=O)n(CCCCC(=O)NCc3ccco3)c(=O)c2cc1OCC
1	-3	i	-3	-4	-2	7	2	3	1.0	CC1CCCCN1C(=O)CSc1nc2ccccc2n1CC(=O)N1CCc2ccccc21 (stereo not drawn)
8	5	i	2	2	-1	-10	6	0	1.1	Cc1ccc(CN2CCN(/N=C/c3ccc(C(F)(F)F)cc3)CC2)c(C)c1
-3	-13	i	-11	-2	1	0	5	6	1.5	Cc1ccc(-c2noc(CCC(=O)NCCc3ccccc3Cl)n2)cc1
-8	-11	i	3	0	-3	-22	0	-1	-0.3	COc1ccc(-c2noc(CCC(=O)Nc3cccc(C)c3)n2)cc1
